From PubChem
CHRM1 agonist: human M1 muscarinic receptor agonists, primary screen, Fluo-8 calcium fluorescence, CHO-K1 cells, HTS; Muscarinic acetylcholine receptor M1 (Homo sapiens), P11229; CHO-K1 hM1, agonist mode; 0% DMSO, 100% acetylcholine EC100; activation, % at 3 µM; 360,000 compounds, 0.33% hits; AID 588814, 2011;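 active = activation above the run's mean compound activation plus 3 SD, cut at about 16% in these data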;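 also: peak over basal fluorescence ratio within a 140 s kinetic read after compound addition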
Target sequence (P11229 whole entry, looked up): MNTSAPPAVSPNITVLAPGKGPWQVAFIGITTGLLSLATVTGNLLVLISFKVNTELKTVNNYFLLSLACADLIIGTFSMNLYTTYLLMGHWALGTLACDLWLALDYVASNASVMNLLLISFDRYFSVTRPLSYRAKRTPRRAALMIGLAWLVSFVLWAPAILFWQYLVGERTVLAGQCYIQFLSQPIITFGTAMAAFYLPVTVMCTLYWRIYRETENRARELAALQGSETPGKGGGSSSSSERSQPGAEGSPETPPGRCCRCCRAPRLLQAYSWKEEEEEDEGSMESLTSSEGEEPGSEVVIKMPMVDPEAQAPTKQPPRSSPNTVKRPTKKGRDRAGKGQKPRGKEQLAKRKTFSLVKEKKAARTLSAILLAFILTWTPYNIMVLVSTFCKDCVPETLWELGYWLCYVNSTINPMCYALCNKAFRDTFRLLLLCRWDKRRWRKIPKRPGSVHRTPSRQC
OXTR ag: human OXTR agonists, primary screen, fluorescence, CHO-OTR cells, Fluo-8 calcium; Oxytocin receptor (Homo sapiens), P30559; 320,000 compounds, 0.32% hits; AID 2435, 2010; Fluo-8 calcium fluorescence; normalized: DMSO 0%, oxytocin 100%; activation, % at 3 µM;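 active = activation above the mean of all tested compounds plus 3 SD, cutoff set per screening run, cut at about 20% in these data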;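 also: peak over basal fluorescence ratio from a 100 s FLIPR kinetic read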
V1aR counter: agonists of human V1a receptor, primary screen, counter-screen for OXTR agonist project, fluorescence, CHO-V1R cells; Vasopressin V1a receptor (Homo sapiens), P37288; Fluo-8 calcium fluorescence, agonist mode; 0% DMSO, 100% 3 nM vasopressin; activation, % at 3 µM; 320,000 compounds, 0.25% hits;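 active = activation above the mean activation of all tested compounds plus 3 SD, per screening run, cut at about 20% in these data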;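 also: signal is peak over basal fluorescence ratio across a 100 second FLIPR read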
Target sequence (P37288 whole entry, looked up): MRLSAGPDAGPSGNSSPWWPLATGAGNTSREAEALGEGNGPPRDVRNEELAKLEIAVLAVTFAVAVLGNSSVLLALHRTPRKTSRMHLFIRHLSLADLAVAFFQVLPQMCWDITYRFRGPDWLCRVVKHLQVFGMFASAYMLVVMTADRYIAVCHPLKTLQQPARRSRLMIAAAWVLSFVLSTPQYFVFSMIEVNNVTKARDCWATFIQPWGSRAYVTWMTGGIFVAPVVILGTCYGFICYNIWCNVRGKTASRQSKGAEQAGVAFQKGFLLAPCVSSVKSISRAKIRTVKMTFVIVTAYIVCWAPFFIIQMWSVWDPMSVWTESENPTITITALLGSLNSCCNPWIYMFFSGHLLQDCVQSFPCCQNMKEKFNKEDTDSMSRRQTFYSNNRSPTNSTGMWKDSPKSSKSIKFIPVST
TAAR1 antag: human TAAR1 antagonists, primary screen, Fluo-8 calcium fluorescence, CHO RD-HGA16 cells. Trace amine-associated receptor 1 (Homo sapiens), Q96RJ0. antagonist. inhibition, % at 3 µM. 360,000 compounds, 1.5% hits. AID 624466, 2012;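 active = inhibition above a per-plate cutoff, the mean inhibition of test compounds on that plate plus 3 SD, cut at about 49% in these data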;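 also: 0% = DMSO plus EC80 beta-PEA response and 100% = DMSO alone without agonist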
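Material: RD-HGA16 CHO cells with stable hTAAR1 and Gα16; Dosing: single nominal final test compound concentration of 3 µM; Schedule: seeding 17-24 h prior, 75-min 37 °C, 30-min RT dye loading; Detection: kinetic Fluo-8 calcium fluorescence measurement; Measure: % inhibition from peak post-agonist over basal fluorescence ratio; Benchmarks: vehicle and agonist controls.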
CHRM1 antagonist: human M1 muscarinic receptor antagonists, primary screen, CHO-K1 cells, Fluo-8 calcium fluorescence, 1536-well. Muscarinic acetylcholine receptor M1 (Homo sapiens), P11229. CHO-K1 hM1, ACh EC80 antagonist. inhibition, % at 3 µM. 360,000 compounds, 1.3% hits;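 active = percent inhibition above its own plate's cutoff, namely the mean of that plate's compound wells plus 3 SD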;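 also: peak over basal fluorescence ratio during 140 s after agonist addition; 0% = ACh EC80 plus DMSO and 100% = DMSO alone without agonist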
CHO parental Ca: ATP-evoked calcium signal inhibitors, parental CHO, primary screen, counter-screen for OX1R antagonist project, cell-based, fluorescence, Fluo-8 calcium dye. inhibition, % at 5.6 µM. 330,000 compounds, 0.63% hits. parental CHO-K1, ATP-induced calcium, Fluo-8 fluorescence;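 active = inhibition above that plate's mean sample inhibition plus 3 SD, cut at about 26% in these data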;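 also: 0% = ATP-challenged DMSO wells and 100% = DMSO wells without ATP; some compounds past the cut are filed as inactive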
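material = parental CHO cells | also added = ATP as calcium-mobilizing challenge | dosing = single point at 5.6 µM | detection = intracellular calcium via Fluo-8 no-wash fluorescent dye | read-out = % inhibition | benchmarks = low control ATP plus DMSO, high control DMSO only | repeats = one well per compound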
TAAR1 agonist: human TAAR1 agonists, primary screen, Fluo-8 calcium fluorescence, CHO RD-HGA16 cells | Trace amine-associated receptor 1 (Homo sapiens), Q96RJ0 | vehicle wells 0%, saturating PEA agonist 100% | activation, % at 3 µM | 360,000 compounds, 0.99% hits | AID 624467, 2012;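 active = activation above the mean activation of all test compounds in the run plus 3 SD, cut at about 38% in these data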
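test system = CHO RD-HGA16 cells carrying human TAAR1 plus Gα16 | schedule = 17-24 h seeding, 75 min 37 °C dye, 30 min RT | compound dosing = 3 µM single concentration | control set = DMSO and PEA EC100 | replicates = n 1 | signal = Fluo-8 fluorescence, 5 s baseline then 140 s kinetic read | measure = percent activation vs PEA EC100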
OXTR potentiate: human OXTR potentiators, primary screen, fluorescence, CHO-OTR cells, Fluo-8 calcium | activation, % at 3 µM | Fluo-8 calcium fluorescence, potentiator mode; 0% = oxytocin EC15, 100% = EC100 | Oxytocin receptor (Homo sapiens), P30559 | 320,000 compounds, 0.061% hits;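 active = activation above that plate's cutoff, the mean activation of tested compounds plus 3 SD, cut at about 6.6% in these data, passing the limit was not always enough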;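 also: 100% uses oxytocin at 75 nM as the full agonist control; some results filed as inactive read as strong as hits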
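Material: human OTR in CHO cells. Compound: 3.0 µM, one dose. Timing: compound 6 min at room temperature before oxytocin, 100 s read. Evaluation: % activation of max/min ratio relative to oxytocin controls. Replication: single well per compound, singlicate. Signal: Fluo-8 calcium dye fluorescence.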
CHRM1 PAM: human M1 muscarinic receptor positive allosteric modulators, primary screen, CHO-K1 cells, Fluo-8 calcium fluorescence, 1536-well. activation, % at 3 µM. AID 588819, 2011. Muscarinic acetylcholine receptor M1 (Homo sapiens), P11229. 360,000 compounds, 0.088% hits. CHO-K1 hM1, ACh EC20; 0% = ACh EC20, 100% = maximal ACh; in the data active = activation above about 19%, passing the limit was not always enough
* = called active by the depositor; . = not tested or not shown.

SMILES | CHRM1 agonist | OXTR ag | V1aR counter | TAAR1 antag | CHRM1 antagonist | CHO parental Ca | TAAR1 agonist | OXTR potentiate | CHRM1 PAM
COc1ccc(C(=O)NCC(=O)NCC(=O)OCC(=O)C(C)(C)C)cc1 | -4 | -0.2 | -0.9 | -5 | 3 | -5 | 1 | -3 | 1
CCCCCC(=O)Nc1ccc2oc(-c3cncc(Br)c3)nc2c1 | -1 | 0.3 | 0.1 | 13 | -3 | -3 | 4 | -2 | 3
O=C(COC(=O)c1n[nH]c(=O)c2ccccc12)c1ccccc1 | -1 | -1.2 | -0.7 | -8 | -5 | -1 | 6 | -12 | 0
Cc1cccc(C(=O)NCc2nnc(SCC(=O)Nc3nncs3)n2C)c1 | -7 | -0.7 | 2.8 | -22 | -1 | -6 | -1 | -7 | 1
COc1ccc(-c2noc(CCC(=O)N3CCN(c4ccc(C(F)(F)F)cc4)CC3)n2)cc1 | 2 | . | . | -9 | -17 | -10 | 2 | . | 12
Cc1cccc(CC(Cc2nc3ccccc3[nH]2)c2nc3ccccc3[nH]2)c1 (stereo not given) | -4 | 3.6 | 6.8 | 52* | 4 | 16 | 14 | -9 | -4
Cc1c(NS(=O)(=O)c2ccc(N=NN(C)C)cc2)c(=O)n(-c2ccccc2)n1C | -3 | -0.2 | -0.2 | -7 | -11 | -8 | 6 | -4 | 3
C[C@H](C(=O)NCc1ccccc1)C(=O)c1ccccc1 | -1 | -1.6 | -1.6 | 0 | -11 | 10 | 2 | -11 | 7
COc1ccc(C(=O)NCCc2nnc(SCC(=O)Nc3ccc(Br)cc3)n2C)cc1 | -9 | -0.9 | 4.5 | 9 | -3 | -20 | 5 | 2 | 1
CC(=O)Nc1cccc2c1OCCO2 | -3 | 0.0 | -0.2 | -9 | -15 | 11 | 16 | -3 | 9
CCCCCOC(=O)c1cc(=O)[nH]c2ccccc12 | -5 | -2.6 | -0.9 | -8 | -19 | -24 | 8 | -1 | 4
Cc1cccc(/C=N\NC(=O)c2csnn2)c1 | -3 | -0.6 | 0.9 | -5 | -21 | 1 | 9 | -11 | 2
c1cc(CCCc2ccncc2)ccn1 | -4 | 0.4 | 1.3 | 3 | -12 | 10 | 10 | 3 | 6
CC(C)N1CCN(Cc2cccc(-n3cccn3)c2)CC1CCO (stereo not given) | -6 | 0.4 | 1.3 | -7 | -11 | -3 | 1 | 2 | 6
CCCCn1c(=S)[nH]c2cc(S(=O)(=O)N3CCCCC3)ccc21 | -2 | 4.1 | 6.0 | 14 | -24 | -12 | 9 | -14 | 2
CCOC(=O)N1CCN(C(=O)c2c(-c3c(Cl)cccc3Cl)noc2C)CC1 | -8 | 2.2 | 0.7 | -1 | -11 | -11 | -3 | -5 | 8
O=C(CSc1ncccn1)NCc1ccc2c(c1)OCO2 | -5 | 0.4 | 0.6 | -2 | -10 | 0 | 2 | -3 | 11
Cc1nnc(SCc2ccccc2C#N)n1-c1ccccc1 | -3 | -1.0 | -0.5 | 5 | 7 | -14 | 1 | -3 | -4
CCCS(=O)(=O)N1CCN(Cc2ccco2)CC1 | -3 | 0.1 | -0.9 | 8 | -14 | 6 | 2 | -12 | 4
COc1cc(OC)c(C2N(c3ccc(Cl)cc3)C(=O)C3CCCN32)cc1OC (stereo not given) | -12 | -0.5 | -1.0 | -7 | -16 | -18 | 0 | 7 | 11
COc1ccc(S(=O)(=O)N2CCC(C(=O)NCCC(=O)NCc3ccncc3)CC2)cc1 | -6 | 0.2 | 1.2 | -16 | 0 | 0 | 0 | -2 | 2
O=C(CSc1nccc(=O)[nH]1)Nc1ccc(F)c(Cl)c1 | 2 | 0.5 | 0.8 | 1 | 8 | -8 | 12 | -4 | 0
Cc1ccccc1OCc1nc2ccc(S(=O)(=O)N3CCOCC3)cc2[nH]1 | -5 | 0.1 | 0.2 | -4 | -10 | -12 | 19 | -16 | 10
COC(=O)Nc1nnc(/C=C/c2ccc(OC)cc2)s1 | -3 | 0.2 | 2.0 | 5 | 3 | -6 | 6 | -6 | 3
COc1cc2oc3ccccc3c2cc1N(CC(=O)N(C)C)S(=O)(=O)c1ccc(C)cc1 | -3 | 1.1 | 0.2 | -3 | 9 | 8 | 8 | -6 | -6
COc1ccc(NC(=O)Cc2nnc(SCC(=O)c3ccc(F)cc3)n2C)cc1 | 1 | -0.3 | -1.2 | 12 | 2 | -2 | 13 | -1 | 4
COc1ccc(CC(=O)NCc2ccccc2Cl)cc1S(=O)(=O)N1CCOCC1 | -4 | 0.2 | -0.3 | 14 | -8 | -2 | 12 | -5 | 12
c1ccc(NC2=NCCN2CC2CCCC2)cc1 | -11 | 1.0 | 1.1 | -11 | 6 | -3 | 9 | -1 | -2
Cc1ccc(OCC(O)CN2CCN(Cc3ccc4c(c3)OCO4)CC2)cc1C (stereo not given) | -7 | 3.3 | 2.8 | 1 | -7 | -22 | 6 | -7 | 2
O=C(NCc1ccc(Cl)cc1)c1noc2c1CCCCC2 | -8 | -2.5 | -1.0 | -7 | -2 | -23 | 2 | -6 | 0
O=C(NCCc1ccco1)c1nn(Cc2ccccc2)c(=O)c2ccccc12 | -3 | -2.8 | -1.6 | -6 | 10 | -36 | 6 | -24 | 0
Cc1ccc(Nc2nnc(-c3ccccc3N)o2)cc1C | -2 | 1.2 | 0.1 | -32 | -16 | -13 | 3 | -9 | 11
CC(C)Cc1csc(NC(=O)c2ccc(Br)cc2)c1C(=O)O | -1 | 2.0 | 0.3 | 2 | -5 | 2 | 3 | -11 | 10
CC(=O)N1CCCN(C(=O)c2cc(COc3c(F)cccc3F)on2)CC1 | -6 | 0.2 | 0.6 | -41 | 6 | 7 | 1 | -4 | 0
CC(CCc1ccccc1)NC(=O)COC(=O)C1=COCCO1 (stereo not given) | -2 | -0.1 | 1.7 | -18 | 0 | -11 | 1 | -16 | 4
CCOC(=O)c1ccccc1NC(=O)Cn1cnc2c(cnn2C(C)(C)C)c1=O | -3 | -0.2 | 1.4 | 2 | -6 | -18 | 9 | -1 | 5
O=C(NCC1CCOCC1)c1ccc2nc(Cc3cccc(Cl)c3)oc2c1 | -1 | 0.8 | 1.3 | -6 | -6 | -4 | 2 | -14 | 6
COC(=O)C1=C(CS(=O)(=O)c2ccc(C)cc2)NC(=O)NC1c1ccc(OC)c(OC)c1 (stereo not given) | -1 | 1.4 | 0.6 | -4 | -6 | -7 | 1 | 2 | 3
NC(Cc1ccccc1)c1csc(NC(=O)c2cccc(OC(F)(F)F)c2)n1 (stereo not given) | -1 | . | . | 12 | -7 | . | 45* | . | 7
Cc1nn(C)c(C(=O)NNC(=S)NCc2ccco2)c1Br | -2 | 1.1 | 0.5 | 17 | -1 | -7 | 80* | -2 | 5
COc1ccc(OCC(=O)N/N=C/C2CC=CCC2)cc1 (stereo not given) | 0 | 0.6 | -0.5 | -15 | -7 | -7 | 9 | -9 | 9
CCOC(=O)c1c(NC(=O)c2noc(C)c2[N+](=O)[O-])sc(C(C)=O)c1C | -9 | -1.7 | -0.5 | -20 | -5 | -13 | -1 | -9 | 13
ClC(Cl)(Cl)C1=NCc2nnn(Cc3ccccc3)c2N1 | -3 | . | . | -12 | 4 | . | 0 | . | 0
Cc1ccccc1C(=O)N(C)[C@H]1C[C@H]2c3[nH]c4ccccc4c3CCN2C(=O)[C@H]1[C@H](C)O | 0 | . | . | 17 | -2 | . | 8 | . | -8
COC(=O)CCC(C)C1CCC2C3CCC4CC(O)CCC4(C)C3CC(O)C12C (stereo not given) | 0 | . | . | 1 | -7 | . | 2 | . | 4

A second format for 4 compounds above:
Below each compound – CHRM1 agonist	OXTR ag	V1aR counter	TAAR1 antag	CHRM1 antagonist	CHO parental Ca	TAAR1 agonist	OXTR potentiate	CHRM1 PAM
- CCOC(=O)c1c(NC(=O)c2noc(C)c2[N+](=O)[O-])sc(C(C)=O)c1C
 : -9	-1.7	-0.5	-20	-5	-13	-1	-9	13
- ClC(Cl)(Cl)C1=NCc2nnn(Cc3ccccc3)c2N1
 : -3	.	.	-12	4	.	0	.	0
- Cc1ccccc1C(=O)N(C)[C@H]1C[C@H]2c3[nH]c4ccccc4c3CCN2C(=O)[C@H]1[C@H](C)O
 : 0	.	.	17	-2	.	8	.	-8
- COC(=O)CCC(C)C1CCC2C3CCC4CC(O)CCC4(C)C3CC(O)C12C (stereo not given)
 : 0	.	.	1	-7	.	2	.	4

Next part.
SMILES | CHRM1 agonist | OXTR ag | V1aR counter | TAAR1 antag | CHRM1 antagonist | CHO parental Ca | TAAR1 agonist | OXTR potentiate | CHRM1 PAM
O=C(COC(=O)c1c2c(nc3ccccc13)CCCCC2)NCc1ccc2c(c1)OCO2 | -8 | -2.1 | 1.2 | 31 | 19 | -13 | 8 | -5 | -12
Cc1ccc(SCC(=O)Nc2ccc(-c3nnc(-c4ccco4)o3)cc2)cc1 | -3 | -1.0 | 0.7 | 26 | 3 | -32 | 8 | -6 | -1
Cc1ccc(Oc2ncnc(N)c2[N+](=O)[O-])cc1C | -6 | -1.4 | -0.2 | 0 | -4 | -1 | -1 | 2 | 8
C[C@H](CO)N1C[C@H](C)[C@@H](CN(C)S(=O)(=O)c2ccc(-n3cccn3)cc2)OCc2cnnn2CCCC1=O | -1 | . | . | -1 | -20 | . | 2 | . | 16
CN(/N=C/c1ccccc1)C(=S)c1ccccc1 | -6 | -3.0 | -0.3 | 6 | 6 | -9 | 20 | -4 | -4
CCOC(=O)c1ccc(-c2cccc(C(F)(F)F)c2)nc1C | -7 | -0.4 | -0.1 | -6 | -8 | -3 | 4 | 4 | 8
CCOc1c(Br)cc(/C=N\NC(=O)c2ccccc2)cc1OC | -8 | -1.1 | 0.5 | 9 | 6 | -12 | 3 | 0 | -5
Cc1ccc(NCc2n[nH]c(=S)n2Cc2ccccc2)cc1Cl | -2 | . | . | 2 | -1 | . | 7 | . | 0
